Insulin prom inh: TRM-6 insulin promoter activity inhibition. TRM-6 cells (human fetal islet line), insulin promoter-eGFP reporter, imaging; reporter expression induced with tamoxifen. inhibition, % at 2 µM. actives 0.9% (n = 130,000). AID 1273;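 active = inhibition above the mean plus 3 SD, with well images judged a real hit on visual review, cut at about 60% in these data, passing the limit was not always enough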
SDO1 yeast rescue: sdo1-depleted yeast growth rescue. S. cerevisiae sdo1-depleted JHY4D growth rescue, OD600 30 h; stronger effect = higher value; pdr5 snq2 efflux-pump mutant strain. z-score at 10 µM. actives 0.21% (n = 140,000). AID 817;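 active = z-score above 3 at both the 24 hr and the 30 hr optical density reads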;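 note: z-score against mean and SD of all compound wells on the same plate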
SDO1 yeast rescue Rescue 24 h: further read-out of SDO1 yeast rescue, marked with its call; z-score; S. cerevisiae sdo1-depleted JHY4D growth rescue, OD600; measured here: growth rescue at 24 h;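 0 is the plate mean of compound wells and units are plate SD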
Starred values were filed as active, the others as inactive; . = not tested or not shown. Some of the compounds tested (hit frequency here may not be typical).

SMILES	Insulin prom inh	SDO1 yeast rescue	SDO1 yeast rescue Rescue 24 h
Clc1ccc(-c2nnc(-c3ccccc3)c(N3CCSCC3)n2)cc1	.	-1.39	-1.36
CCOC(=O)c1[nH]cnc1C(=O)NC(C)C	58.6	1.03	0.07
CCCCCc1nnc(NC(=O)Cn2cnc3ccccc3c2=O)s1	35.3	0.52	-0.15
O=c1[nH]c2ccccc2n1CCCN1CCN(C(c2ccccc2)c2ccccc2)CC1	-19.1	-2.39	-1.67
Cc1ccc(NC(=O)c2ccccc2O)cc1	-1.8	-1.36	-1.19
COc1ccc(C(c2nnnn2C2CCCC2)N2CCc3ccccc3C2)cc1OC (stereo not given)	-6.1	-0.7	-0.26
CC(C)Cn1c(N)c(C(=O)CSc2ccccc2)c(=O)n(C)c1=O	-12.0	-0.46	-1.2
O=C(COc1ccc(Br)cc1)N1CCC(c2ccccc2)C1 (stereo not given)	-25.7	-0.86	-0.96
COc1ccc(NS(=O)(=O)c2ccc(N3CCOCC3)c(NC(=O)c3ccc(OC)cc3)c2)cc1	-68.6	1.31	-0.07
CCOC(=O)c1sc2ccccc2c1NC(=O)c1coc2ccccc2c1=O	-2.0	-0.53	0.04
CCC1Oc2ccc(C)cc2N(CC(=O)NCCCN2CCCCC2CC)C1=O (stereo not given)	-24.1	1.52	1.3
COc1cc(OC)c(-n2c(C)cc(C=O)c2C)cc1Cl	0.0	2.04	3.64
CC1CCC2(CC1)OCC1(CCC3(COC4(CCC(C)CC4)OC3)C1=O)CO2 (stereo not given)	22.2	.	.
COc1ccc(OC)c(S(=O)(=O)NC2CCN(Cc3ccccc3)CC2)c1	-67.4	-0.03	0.04
c1ccc(OCc2nc(-c3cccs3)no2)cc1	35.5	1.35	1.64
Cc1c(NC(=O)C(C#N)=C2CCCCC2)c(=O)n(-c2ccccc2)n1C	30.8	0.25	-0.36
CCc1cc2c(=O)c(-c3nc4ccccc4n3C)c(COCC(=O)O)oc2cc1OC(=O)C(C)(C)C	11.5	0.56	0.16
O=C(Nc1c(C(=O)N2CCCCC2)cnn1-c1ccccc1)c1ccco1	-53.3	0.07	-0.22
Cc1ccc(N(C)S(=O)(=O)c2ccc(C)cc2)cc1	0.0	0.44	1.1
Cc1cc(C)nc(SCC(=O)Nc2ccc(S(=O)(=O)NC(C)(C)C)cc2)n1	-16.7	0.05	0.61
O=S(=O)(NCc1cccnc1)c1ccc(Cl)nc1	13.2	0.11	-0.23
CCC1Oc2ccc(C)cc2N(CC(=O)NCCCN2CCN(Cc3ccccc3)CC2)C1=O (stereo not given)	-28.1	0.88	0.52
CC12CCC(C(=O)N(NC(=O)c3ccccc3Cl)C1=O)C2(C)C (stereo not given)	-41.9	0.62	-0.05
COC(=O)C(CCCCNC(=O)OCc1ccccc1)NC(=O)CN (stereo not given)	25.0	1.35	1.12
CCOc1ccc(-n2c(C)cc(/C=N\NC(=O)CC(=O)NC3CCCCC3)c2C)cc1	25.0	0.6	0.38

Single entries from the entries so far:
Value of CC(C)Cn1c(N)c(C(=O)CSc2ccccc2)c(=O)n(C)c1=O in Insulin prom inh: -12.0
Value of c1ccc(OCc2nc(-c3cccs3)no2)cc1 in SDO1 yeast rescue: 1.35
Value of O=c1[nH]c2ccccc2n1CCCN1CCN(C(c2ccccc2)c2ccccc2)CC1 in Insulin prom inh: -19.1
Value of Clc1ccc(-c2nnc(-c3ccccc3)c(N3CCSCC3)n2)cc1 in SDO1 yeast rescue Rescue 24 h: -1.36

The main list resumes; the 7 compounds before the break are reprinted first.
SMILES	Insulin prom inh	SDO1 yeast rescue	SDO1 yeast rescue Rescue 24 h
Cc1ccc(N(C)S(=O)(=O)c2ccc(C)cc2)cc1	0.0	0.44	1.1
Cc1cc(C)nc(SCC(=O)Nc2ccc(S(=O)(=O)NC(C)(C)C)cc2)n1	-16.7	0.05	0.61
O=S(=O)(NCc1cccnc1)c1ccc(Cl)nc1	13.2	0.11	-0.23
CCC1Oc2ccc(C)cc2N(CC(=O)NCCCN2CCN(Cc3ccccc3)CC2)C1=O (stereo not given)	-28.1	0.88	0.52
CC12CCC(C(=O)N(NC(=O)c3ccccc3Cl)C1=O)C2(C)C (stereo not given)	-41.9	0.62	-0.05
COC(=O)C(CCCCNC(=O)OCc1ccccc1)NC(=O)CN (stereo not given)	25.0	1.35	1.12
CCOc1ccc(-n2c(C)cc(/C=N\NC(=O)CC(=O)NC3CCCCC3)c2C)cc1	25.0	0.6	0.38
CC1CCCN(c2nc3c(c(=O)n(C)c(=O)n3C)n2CCSc2nc3ccccc3o2)C1 (stereo not given)	53.3	-0.39	0.02
O=C(c1ccco1)N1CCN(C(=O)C2CCCN(S(=O)(=O)Cc3ccccc3)C2)CC1 (stereo not given)	-11.1	-0.2	-0.4
O=C(NC1CCCCC1)OCCN1CCN(Cc2ccccc2)CCC1=O	-10.0	-0.06	-0.16
C(=N\Nc1nn[nH]n1)/c1ccccc1	41.7	1	2.08
Cc1cc(C)n2nnnc2c1C#N	-15.4	0.06	-0.83
Cc1nn(CCC(=O)NNC(=S)Nc2cccc(Cl)c2)c(C)c1[N+](=O)[O-]	-15.0	2.25	2.99
COc1cc(NC(=O)c2ccc(F)cc2)c(OC)cc1NC(=O)CN1CCOCC1	33.3	.	.
Cc1ccc(NC(=S)N2CCN(c3ccccn3)CC2)c(C)c1	23.5	.	.
O=[N+]([O-])c1ccc(Sc2nccn2Cc2ccccc2)cc1	-4.2	0.25	0.46
CC(C)CC(=O)NC(=S)Nc1ccc(NC(=O)c2ccco2)cc1	-66.7	-0.42	-0.41
CCOC(=O)C1=C(C)NC(C)=C(C(=O)OCC)C1C	0.0	-0.71	-1.08
CCc1nnc(SCc2cn3c(C)cc(C)nc3n2)n1N	-95.5	1.03	0.1
Cc1ccc(Cn2c(C(=O)NCCCN3CCOCC3)cc3sccc32)cc1	.	-1.1	-1.17
CCOC(=O)N1CCC(n2c(=S)[nH]c3ccccc3c2=O)CC1	.	-0.66	-0.38
O=C(NCc1cccs1)c1ccc(Br)o1	7.1	0.3	0.22
COc1cccc(/C=N/NC(=O)CCn2nnc3ccccc32)c1	-11.8	-0.03	-0.09
Cc1ccc(S(=O)(=O)NCCC2(C(C)C)CCOC(C)(C)C2)cc1 (stereo not given)	-31.2	-0.86	-0.92
Cc1ccccc1NC(=O)C1CC(=O)N(c2ccccc2F)C1 (stereo not given)	6.7	0.6	0.44
COC(=O)C1CCN(C(=O)COc2ccc(Cl)cc2)CC1	-305.7	0.33	-0.29
CCOC(=O)CC(NC(=O)Cn1nnc(-c2ccccc2F)n1)c1ccccc1Cl (stereo not given)	27.3	.	.
CCC(C)NC(=O)COc1ccccc1[N+](=O)[O-] (stereo not given)	-18.8	0.97	0.65
CN(C)c1nc(N(C)C)n(Cc2c(Cl)cccc2Cl)n1	-61.5	.	.
CCNCc1cc(OCC)c(OCC(=O)NCCc2ccccc2)cc1Cl	.	-0.09	-0.94
COc1ccc(NC(=O)CSc2nnc(NC(=O)c3ccc(S(=O)(=O)N4CCOCC4)cc3)s2)cc1	22.2	1.53	1.89
CC(=O)Nc1ccccc1-c1nc2ccc(C(=O)N3CCN(c4ccccc4)CC3)cc2[nH]c1=O	.	0.67	0.41

At a glance, some entries already given.
SMILES	Insulin prom inh	SDO1 yeast rescue	SDO1 yeast rescue Rescue 24 h
CC1CCCN(c2nc3c(c(=O)n(C)c(=O)n3C)n2CCSc2nc3ccccc3o2)C1 (stereo not given)	53.3	-0.39	0.02
O=C(c1ccco1)N1CCN(C(=O)C2CCCN(S(=O)(=O)Cc3ccccc3)C2)CC1 (stereo not given)	-11.1	-0.2	-0.4

Additional structures follow.
SMILES	Insulin prom inh	SDO1 yeast rescue	SDO1 yeast rescue Rescue 24 h
O=C(COC(=O)c1ccc2c(c1)C(=O)N(Cc1ccncc1)C2=O)Nc1ccccc1[N+](=O)[O-]	-4.0	0.13	0.34
Cc1ccccc1OCC(=O)Nc1ccc(C(N)=O)cc1	-56.5	0.86	0.78
CCCC1CCC(C(=O)Nn2cnc3ccccc3c2=O)CC1 (stereo not given)	-16.3	-0.24	-0.5
CC(=O)Nc1cc(-c2ccc(Cl)cc2)[nH]n1	8.3	.	.
CC(C)(C)C1CCC(=NNc2ncc(C(F)(F)F)cc2Cl)CC1 (stereo not given)	5.4	1.04	0.61
Cc1ccn(CC(=O)N/N=C/c2cc([N+](=O)[O-])ccc2O)n1	10.8	-0.7	-1.41
Cn1c(NC(=S)Nc2ccccc2)nc2ccccc21	18.2	0.17	0.41
O=C(COC(=O)c1c2ccccc2cc2ccccc12)Nc1ncc(C(F)(F)F)cc1Cl	41.7	-0.69	0.02
CCN(CC)C(=O)CN(C)S(=O)(=O)c1cccc2nsnc12	29.4	-0.33	-0.08
Cc1ccc(-c2ccc(=O)n(CC(=O)Nc3cccc(C(=O)N4CCN(C)CC4)c3)n2)cc1	50.0	-0.94	-0.95
Cc1ccc(CN=C2NC(=O)C(CC(=O)NCCc3ccccc3)S2)cc1 (stereo not given)	54.5	.	.
COc1c(N)c2ccccc2[nH]c1=O	1.8	0.51	0.2
O=C(Nc1nc(-c2ccc(S(=O)(=O)N3CCCC3)cc2)cs1)C1COc2ccccc2O1 (stereo not given)	31.0	-0.3	1.22
CC(C(=O)NCCN1CCOCC1)c1ccc([N+](=O)[O-])cc1 (stereo not given)	-23.3	0.04	-0.32
O=C(CSc1nnc(-c2ccc3c(c2)OCCO3)o1)NC1CCCCC1	2.3	.	.
COc1ccc(-c2csc(N(CC3CCCO3)C(=O)c3ccc(C)cc3)n2)cc1 (stereo not given)	12.5	-0.53	-0.21
COc1ccc(OCc2cccc(C(=O)Nc3cc(C)on3)c2)cc1	-223.1	-0.38	0.93
CCC(=O)Nc1nnc(-c2ccncc2)s1	3.9	2.39	0.45
CC1CC(C)CN(S(=O)(=O)c2cccc(C(=O)OCCN3CCCC3=O)c2)C1 (stereo not given)	-3.3	0.35	0.36
Cc1ccc(C(=O)NCC(=O)NCC(=O)OCC(=O)c2ccc([N+](=O)[O-])cc2)cc1	5.7	1.33	1.28
OC(CNCC1CCCO1)Cn1c2ccc(Br)cc2c2cc(Br)ccc21 (stereo not given)	18.8	-2.1	-2.59
Cc1nc2ccccc2n1CC(O)COC1CCCCC1 (stereo not given)	66.7	-0.32	-1.87
O=C(CSc1nnc2ccccn12)N1CCc2ccccc2C1	-21.9	0.58	0.7
Cc1ccc(CNC(=O)CSc2c3c(nc4cc(Cl)ccc24)CCCC3)o1	50.0	-1.12	-0.86
O=C(CNC(=O)c1ccccc1C(=O)O)c1ccccc1	77.8*	0.52	-0.04
Going on with the list.
SMILES	Insulin prom inh	SDO1 yeast rescue	SDO1 yeast rescue Rescue 24 h
CCOC(=O)c1cnn(-c2ccccc2)c1NC(=O)c1ccccc1	18.2	0.31	1.08
Cc1ccc(CCc2nnc(SCC(=O)Nc3ccccc3Cl)n2-c2ccccc2)o1	.	-1.1	-0.61
CC1Cc2ccccc2N1C(=O)CNc1ccccc1N1CCCCC1 (stereo not given)	24.3	.	.
O=C(CSc1nc2ccccc2[nH]1)N1CCN(C(=O)c2ccco2)CC1	18.2	0.5	0.13
COc1cc(S(=O)(=O)N(CCc2ccccc2)Cc2cccs2)ccc1-n1cnnn1	-56.2	-0.75	0.78
Cc1ccc(C(=O)COC(=O)CNC(=O)Cc2ccccc2)cc1[N+](=O)[O-]	.	0.59	0.16
O=C(O)CSc1nnc(Cn2c(=O)sc3ccccc32)n1-c1cccc(Cl)c1	.	-0.21	-0.82
Cn1cnc2cc(OC(=O)c3ccccc3)ccc21	0.0	0.99	0.89
O=C(COc1cccc2ccccc12)N1c2ccccc2CCc2ccccc21	-13.6	-1.92	-1.6
CCCCNC(=S)NNC(=O)c1ccoc1C	-8.1	-0.55	-0.42
CC(=O)Nc1ccccc1C(=O)C(=O)Nc1ccc(C(=O)N2CCOCC2)cc1	3.7	.	.
C=CCSc1nnc(-c2ccc(Cl)cc2Cl)o1	5.4	0.16	0.32
O=C(c1ccc2[nH]c3c(c2c1)CCCC3)N1CCN(c2ccc(F)cc2)CC1	-16.0	-1.79	-1.01
CC(C(=O)NC1CCCC1)N(Cc1ccc2c(c1)OCO2)C(=O)c1snc(C(N)=O)c1N (stereo not given)	.	0.32	-0.16
O=C(CNC(=O)c1cccs1)c1ccc(F)cc1	-52.9	0.53	0.2
CC(=O)O/N=C1\C(=O)N(Cc2ccc(C)cc2)c2ccccc21	0.0	.	.
CCCCN(CCCC)C(=O)CN(C)S(=O)(=O)c1ccc2c(c1)n(C)c(=O)c(=O)n2C	-284.0	-0.47	-0.32
CS(=O)(=O)N1CC(C(=O)NN)Oc2ccc(Cl)cc21 (stereo not given)	.	1.83	2.41
N=c1c(-c2nc3ccccc3[nH]2)cc(C(=O)c2ccco2)nn1-c1ccccc1	-14.3	-0.68	-0.88
CCn1c(CC(=O)Nc2cccc(OC)c2)nnc1SCC(=O)Nc1nccs1	61.9	0.49	-0.53
COc1ccc(Cn2c(O)c(C=Nc3ccc(C)cc3)c3ccccc3c2=O)cc1	29.9	-0.09	-0.21
CCCCOC(=O)CCNc1n[nH]c(=O)[nH]c1=O	33.3	1.71	2.18
CCn1c(SCC(=O)NCCc2ccc(OC)c(OC)c2)nc2c1c(=O)n(C)c(=O)n2C	.	0.02	-0.57
O=C(Cn1nc([N+](=O)[O-])nc1Br)NC(c1ccccc1)c1ccccc1	.	-0.06	-0.32
Brc1cc2c(cc1Cn1c(-c3cncs3)nc3ccccc31)OCO2	40.0	0.43	1.74
Cc1cccc(NC(=O)c2nc[nH]c2C(=O)Nc2ccccc2[N+](=O)[O-])c1	25.0	0.54	0.39
COc1cccc(/C=N/NC(=O)CN(CCc2ccccc2)S(=O)(=O)c2ccc(NC(C)=O)cc2)c1	-13.3	1.65	1.98
Cc1ccc(-n2c(N)c(C(=O)NCc3ccco3)sc2=S)cc1	2.6	-0.33	-1.22
CC1CCc2cc(F)ccc2N1C(=O)CSc1nnc2c(n1)[nH]c1ccc(F)cc12 (stereo not given)	-20.0	-2.07	-1.27
Cc1cccc(C(=O)N(Cc2nc3ccccc3c(=O)[nH]2)C2CCCCC2)c1	48.1	.	.
